TDP-43 yeast inh = rescues yeast growth from TDP-43 toxicity; TDP-43 expressing yeast growth rescue, BacTiter-Glo, 24 h; Potency, µM (top dose mostly 46.1 µM), inactives show at the highest dose growth rescue (activation), usual class: activators; actives 1.8% (n = 410,000); AID 652104; note: potency is the fitted concentration of half-maximal effect; % of control where 0% means no effect; nearly all actives have a fitted effect of over 50% in size
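Readout is BacTiter-Glo luminescence of cell growth, so inhibitors register as activators. TDP-43-expressing yeast at OD600=0.02 in galactose medium, after raffinose pregrowth to mid-log, were incubated with compound for 24 hr at 30 deg C.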
DRD3 agonist = agonists of human D3 dopamine receptor | P35462 | D3R DiscoveRx beta-arrestin cells, luminescence, 90 min | max activation, % | actives 0.58% (n = 410,000) | AID 652048; in the data active = max activation above about 30%; note: 0% is about no effect; mostly tested at two doses, the higher about 12 µM
Target sequence (P35462 whole entry, looked up): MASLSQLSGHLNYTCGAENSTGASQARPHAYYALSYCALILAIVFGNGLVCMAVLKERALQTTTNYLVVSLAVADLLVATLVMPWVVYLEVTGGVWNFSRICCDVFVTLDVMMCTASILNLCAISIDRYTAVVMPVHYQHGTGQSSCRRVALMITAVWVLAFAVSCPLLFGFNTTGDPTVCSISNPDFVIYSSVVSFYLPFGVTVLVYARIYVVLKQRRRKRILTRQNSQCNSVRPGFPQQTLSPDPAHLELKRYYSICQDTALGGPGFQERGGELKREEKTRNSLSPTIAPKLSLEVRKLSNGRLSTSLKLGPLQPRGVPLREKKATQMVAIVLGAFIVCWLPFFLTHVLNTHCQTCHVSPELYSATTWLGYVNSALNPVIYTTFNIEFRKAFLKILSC
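Cells at 1500/well, incubated overnight, then treated with pinned compounds (dopamine as control) for 90 min at 37 degrees C. DiscoveRx reagent added for 30 - 60 minutes at room temperature; luminescence read.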
aSyn yeast inh = inhibitors of alpha-synuclein toxicity in yeast; Yeast expressing alpha-synuclein, growth rescue, BacTiter-Glo, 24 h; Potency, µM (series often up to 46.1 µM), without a hit: top-dose growth rescue (activation), hits mostly activators; actives 0.14% (n = 370,000); note: potency is the fitted concentration of half-maximal effect; % of control where 0% means no effect; nearly all actives have a fitted effect of over 65% in size
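Screening used galactose-induced yeast with toxic alpha-synuclein levels, exposed to compound for 24 hr at 30 deg C. Cell growth, read with BacTiter-Glo luminescence, gave the measured signal.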
EPAC2 ag = activates human EPAC2 exchange factor; Potency, µM (top dose mostly 154 µM), without a hit: at the top dose activation, actives largely listed as activators; AID 720711; actives 0.079% (n = 360,000); Q8WZA2; EPAC2 activation, biochemical qHTS; response scale: 100% = 6.5 mM cAMP response; note: potency is the fitted concentration of half-maximal effect; nearly all actives have a fitted effect of over 50% in size
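In this primary screen, activation is scored as increased exchange of BODIPY-GDP from Rap1B by 100 nM EPAC2, with 50 uM GDP as competitor. Signal is normalized to the 6.5 mM cAMP agonist control.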
D3 antag = D3 dopamine receptor (human) antagonism. max response, negative = inhibition, %. AID 652054. P35462. actives 2.5% (n = 360,000). D3R cells, DiscoveRx beta-arrestin luminescence, antagonist mode; active compounds read low; in the data active = max response below about -50%; inconclusive = no clear call, values can overlap the other calls; note: % is set by controls: 0 for no effect and ±100 for the full control effect; mostly tested at two doses, the higher about 12 µM
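Cells expressing the human receptor were seeded at 1500 cells/well, incubated overnight at 37 degrees C in 5% CO2, then exposed to library compounds with dopamine controls for 90 minutes at 37 degrees C before luminescent detection.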
EPAC2 antag = blocks human EPAC2 exchange factor; Q8WZA2; EPAC2 GEF exchange of Rap1B-BODIPY-GDP, fluorescence; actives 0.18% (n = 360,000); AID 720708; Potency, µM (series often up to 114 µM), for the others: at the highest dose activity, negative = inhibition, most hits filed as inhibitors; note: potency is the fitted concentration of half-maximal effect; % is set by controls: 0 for no effect and ±100 for the full control effect; nearly all actives have a fitted effect of over 45% in size; many of its hits are not listed in these tables
FUS yeast rescue = suppressors of FUS proteinopathy in yeast. S. cerevisiae FUS-expressing, growth rescue, OD600, 24 h. actives 0.24% (n = 390,000). Potency, µM (titrated, usually from 76.6 µM), for inactives: at the top dose growth rescue (activation), most hits filed as activators. AID 1347120;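 note: potency is the fitted concentration of half-maximal effect; plate controls were DMSO vehicle for no effect and reference control for full effect; nearly all actives have a fitted effect of over 55% in size; some results filed as inactive show a strong effect at the top dose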
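Absorbance at 600 nm, taken 24hr after compound addition, measured rescue of FUS-yeast growth at 30C. Induction used 2% galactose with seeding at OD 0.005. Controls: CP55940 from 92uM final, DMSO only.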
Abeta rescue = A-beta toxicity reversal in yeast. Potency, µM (titrated, usually from 46.1 µM), inactives show at the top dose growth rescue, actives largely listed as activators. actives 0.063% (n = 410,000). yeast expressing A-beta42, growth rescue, OD600, 48 h; response scale: 0% DMSO, 100% iron-clioquinol control; note: potency is the fitted concentration of half-maximal effect; nearly all actives have a fitted effect of over 55% in size
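Yeast A-beta toxicity model in growth medium with pinned compounds, 48 h at 30 C; growth read as absorbance at 600 nm. Normalized to FeCl3/clioquinol equimolar mix (positive) and DMSO (negative).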
Starred values were filed as active, the others as inactive; ? = inconclusive; nt = no result given; & = joins results of further samples; [ ] = remark or other dose. Unless noted, calls come from the whole dose curve; as a rule, active = well fitted curve in the direction sought with a large enough effect; inconclusive = small, poorly fitted or top-dose-only effect, or another doubt; inactive = no such curve, though single readings can be large; an effect the other way counts as inactive or inconclusive.

SMILES	TDP-43 yeast inh	DRD3 agonist	aSyn yeast inh	EPAC2 ag	D3 antag	EPAC2 antag	FUS yeast rescue	Abeta rescue
CCOC(=O)C1CCN(S(=O)(=O)c2ccccc2[N+](=O)[O-])CC1	16%	6	0%	10%	39	6%	-1%	9%
O=C(O)c1cnc2[nH]c3ccccc3n2c1=O	-19%	-4	-6%	-4%	3	-9%	2%	-1%
O=C(NCCN1CCOCC1)c1ccc(Cl)cc1O	0%	-11	1%	9%	-8	-1%	-13%	-9%
Cc1ccc(C(=O)NCc2cccs2)cc1S(=O)(=O)N1CCCCC1	-15%	-2	0%	10%	15	-2%	7%	16%
O=C(COc1ccc(Cl)cc1Br)Nc1nnc(C2CC2)s1	6%	0	-8%	8%	15	9%	-13%	-2%
Cc1cc(C(=O)CSc2nnc(N)s2)c(C)n1Cc1cccs1	-4%	2	7%	-4%	16	-2%	nt	6%
CCC(=O)Nc1nc2ccccc2n1Cc1ccc(C)cc1	7%	5	20%	-7%	-3	5%	-17%	32%
Cc1cccc(NC(=S)NCc2cccn2C)c1	-4%	4	-2%	6%	-13	6%	?	6%
CCOc1ccc(C(C)C)cc1S(=O)(=O)N1CCN(C(=O)c2ccco2)CC1	18%	0	7%	9%	29	-16%	22%	-9%
Nc1ccc(Oc2ccc(N)c([N+](=O)[O-])c2)cc1[N+](=O)[O-]	0%	0	5%	11%	12	-16%	-4%	25%
O=S(Cc1ccccc1)c1ccccc1 (stereo unspecified)	7%	0	4%	2%	6	9%	nt	1%
CN1CCN(C2CN(Cc3cn(Cc4ccc(C(F)(F)F)cc4)nn3)S(=O)(=O)C2)CC1 (stereo unspecified)	1%	-1	0%	3%	3	0%	-9%	-15%
COc1ccc(CNC(=O)COC(=O)c2n[nH]c3ccccc23)cc1	3%	-2	-2%	2%	0	6%	10%	-9%
COc1ccc(-c2csc3ncnc(N4CCN(c5ccccc5[N+](=O)[O-])CC4)c23)cc1	0%	-3	16%	9%	18	-19%	nt	5%
COc1ccc([C@H]2N[C@]3(CCCN(Cc4ccccc4)C3=O)[C@H]3C(=O)N(Cc4ccccc4)C(=O)[C@@H]23)cc1	4%	-12	-3%	13%	-4	-2%	?	-16%
CCCCOC1CC(c2ccc(OCc3ccc(OC)cc3)c(OC)c2)N(C)O1 (stereo unspecified)	2%	5	-34%[inhibitor]	7%	-23	-9%	33%	27%
CC(C)C[C@H]1CN(CCCC[C@H]2CNC(=O)C(=O)N2CCc2ccccc2)C(=O)C(=O)N1CCc1ccccc1	14%	6	3%	-3%	2	-7%	8%	3%
COc1ccc2[nH]c(=O)c(CN(Cc3ccco3)C(c3nnnn3Cc3ccccc3)C(C)C)cc2c1 (stereo unspecified)	4%	1	14%	11%	23	-2%	?	?
O=C(N/N=C/c1coc2ccc(Cl)cc2c1=O)c1ccncc1	-88%[inhibitor]	-2	0%	-1%	14	0%	3%	-91%[inhibitor]
CC(=O)c1ccc(S(=O)(=O)N2CCN(C(=O)c3ccc(N)c([N+](=O)[O-])c3)CC2)cc1	24%	-1	8%	-3%	-1	3%	nt	-2%
CCCc1cc(=O)[nH]c(SCC(=O)Nc2cc3c(cc2C(C)=O)OCO3)n1	6%	3	-9%	6%	54	-24%	-13%	-6%
CCCC(C(=O)OCC)P(=O)(c1ccccc1)c1ccccc1 (stereo unspecified)	-8%	0	7%	7%	?	5%	-11%	2%
Cc1cccc(OCCOC(=O)Nc2ccccc2)c1	7%	3	2%	-8%	11	0%	nt	0%
O=c1[nH]c2ccccc2n2c(C(F)(F)F)nnc12	-6%	5	0%	8%	7	3%	12%	-7%

Next part; the last two above are carried over.
SMILES	TDP-43 yeast inh	DRD3 agonist	aSyn yeast inh	EPAC2 ag	D3 antag	EPAC2 antag	FUS yeast rescue	Abeta rescue
Cc1cccc(OCCOC(=O)Nc2ccccc2)c1	7%	3	2%	-8%	11	0%	nt	0%
O=c1[nH]c2ccccc2n2c(C(F)(F)F)nnc12	-6%	5	0%	8%	7	3%	12%	-7%
O=C(CN1C(=O)NC2(CCc3ccccc32)C1=O)Nc1cccc(F)c1 (stereo unspecified)	-20%	-1	-2%	13%	-9	0%	0%	-2%
CCN(C1=NS(=O)(=O)c2ccccc21)N(CC)S(=O)(=O)c1ccc(C)cc1	9%	8	0%	4%	-19	-14%	-5%	5%
C[C@@H]1CN([C@@H](C)CO)C(=O)CCCn2nncc2CO[C@@H]1CN(C)C(=O)Nc1ccc(N2CCN(C)CC2)cc1	15%	-6	3%	-6%	-20	-9%	-31%	2%
N#Cc1c(N)nc2c3c(sc(=N)c2c1N)NC(=O)CC3c1ccccc1 (stereo unspecified)	8%	-2	0%	-8%	8	1%	28%	13%
COc1ccc(CNC(=O)CS(=O)(=O)c2cccc3nsnc23)cc1	-16%	-12	-5%	nt	nt	nt	-8%	-14%
CCCC(=O)NNC(=O)c1ccoc1C	14%	-2	-2%	3%	2	18%	nt	0%
O=C(NCCc1cccs1)C1CC(c2ccccc2[N+](=O)[O-])=NO1 (stereo unspecified)	?	9	0%	7%	28	-1%	5%	2%
CCOC(=O)c1c(C)[nH]c(C(=O)OCC(=O)NCc2ccc(F)cc2)c1C	-4%	-5	-2%	-3%	-10	-4%	-21%	-16%
COc1cccc2[nH]c3c(N4CCCC(C)C4)ncnc3c12 (stereo unspecified)	6%	2	-10%	4%	1	11%	nt	-6%
Cc1ccc(N(CC(=O)NC2CCCC2)C(=O)CNC(=O)c2cccs2)c(C)c1	-13%	0	1%	-3%	9	11%	6%	-4%
Cc1c(OC(C)C(=O)NCCCN2CCOCC2)ccc2c3c(c(=O)oc12)CCCC3 (stereo unspecified)	1%	-7	-6%	6%	-18	4%	5%	-6%
CCOc1ccc(-c2nnc(-c3cccnc3)o2)cc1OCC	25%	1	-1%	-16%	23	3%	1%	5%

Looked up by structure from the list above:
SMILES	TDP-43 yeast inh	DRD3 agonist	aSyn yeast inh	EPAC2 ag	D3 antag	EPAC2 antag	FUS yeast rescue	Abeta rescue
Cc1ccc(N(CC(=O)NC2CCCC2)C(=O)CNC(=O)c2cccs2)c(C)c1	-13%	0	1%	-3%	9	11%	6%	-4%
O=C(CN1C(=O)NC2(CCc3ccccc32)C1=O)Nc1cccc(F)c1 (stereo unspecified)	-20%	-1	-2%	13%	-9	0%	0%	-2%
Cc1c(OC(C)C(=O)NCCCN2CCOCC2)ccc2c3c(c(=O)oc12)CCCC3 (stereo unspecified)	1%	-7	-6%	6%	-18	4%	5%	-6%
CCCC(=O)NNC(=O)c1ccoc1C	14%	-2	-2%	3%	2	18%	nt	0%

(cont.)
SMILES	TDP-43 yeast inh	DRD3 agonist	aSyn yeast inh	EPAC2 ag	D3 antag	EPAC2 antag	FUS yeast rescue	Abeta rescue
COc1ccc(CNC(=O)CC2C(=O)NCCN2C2Cc3ccccc3C2)cc1 (stereo unspecified)	-18%	-1	2%	-6%	-17	6%	12%	-17%
Cc1ccc(C)c(OCc2cc(C(=O)N(C)Cc3nccn3C)no2)c1	13%	2	1%	-7%	?	15%	5%	1%
Nc1c(Cl)ncnc1N/N=C/c1ccnc2ccccc12	12%	2	-9%	-3%	6	17%	nt	-5%
O=C(Nc1c(-c2ccccc2)[nH][nH]c1=O)c1ccco1	9%	-5	0%	3%	-28	5%	-23%	-17%
Cc1ccc(C)c(N2CCN(S(=O)(=O)c3ccc4c(c3)CC(=O)N4C)CC2)c1	18%&-5%	9&6	10%	0%	-2	-13%	5%&19%	-7%&-11%
CCNc1nc(N)nc(-c2cc(Cl)ccc2O)n1	3.2µM*	20	2%	16%	1	4%	11%	-39%[inhibitor]
O=C(CN1C(=O)NC2(CCCCCC2)C1=O)Nc1ccc(OC(F)(F)F)cc1	16%	3	2%	-7%	?	2%	1%	4%
Cc1ccc(NC(=O)CCS(=O)(=O)c2ccc3nc(C)sc3c2)c(C)c1	-20%	-9	nt	nt	nt	nt	2%	-19%
C#Cc1ccc(NC(=O)C2(C)CCN2C(=O)CC(c2ccccc2)c2ccccc2)cc1 (stereo unspecified)	10%	-12	12%	12%	-10	-12%	?	-7%
CCCCN(C=O)c1c(CC)nc2ccc(C(=O)NCc3cccs3)cn12	17%	7	-2%	11%	4	-9%	-10%	-17%
Cc1ccc(S(=O)(=O)NC2CCCc3ccccc32)cc1C (stereo unspecified)	10%	1	3%	4%	-20	-5%	-5%	8%
CCOC(=O)c1ccc(N2C(=O)C(CC(N)=O)N(CCc3ccc(OC)c(OC)c3)C2=S)cc1 (stereo unspecified)	4%	5	-5%	1%	0	5%	4%	2%
COc1ccccc1NC(=S)NN=C(C)c1ccccn1	-93%[inhibitor]	5	-19%	11%	0	-2%	nt	-82%[inhibitor]
COCCCn1c(SCC(=O)NC2CCCC2)nnc1-c1ccco1	-18%	12	-1%	1%	10	7%	-9%	6%
Cc1ccc(S(=O)(=O)N2CCN(C(=O)CCC(=O)NCCc3ccc(S(N)(=O)=O)cc3)CC2)c(C)c1	20%	-1	6%	-4%	-10	-4%	-32%	4%
Cc1cc(C(=O)NNC(=O)c2cccc(S(=O)(=O)N3CCOCC3)c2)c2ccccc2n1	nt	-3	-3%	4%	10	1%	1%	11%
COCCn1c(SCC(=O)c2ccc3c(c2)OCCO3)nnc1-c1ccco1	16%	-5	11%	9%	5	-2%	5%	5%
CCOC(=O)c1ccsc1NC(=O)CCS(=O)(=O)c1ccccc1	16%	-17	7%	9%	-12	7%	nt	-22%
CCOc1ccc(NC(=O)CSc2nc(C)cc(C)n2)cc1	8%	9	-1%	3%	7	-2%	11%	14%
O=C(NNC(=S)Nc1ccc(F)cc1)c1ccccc1OC(F)F	2%	-4	-1%	4%	-15	7%	22%	-4%
C=CCNC(=S)NNC(=O)c1ccc(OCC(C)C)cc1	-2%	-2	-3%	7%	1	29%	?	?
Cc1nc2ccccc2n1CC(O)Cn1c2ccccc2c2ccccc21 (stereo unspecified)	-11%	8	-18%	9%	30	-16%	?	-17%
O=C(CCC1CCCC1)NCCCN1CCOCC1	-17%	-1	-8%	-3%	23	6%	12%	-2%
CC(=O)Nc1cccc(NC(=O)c2cccc(S(=O)(=O)N3CCN(Cc4ccccc4)CC3)c2)c1	-16%	7	0%	3%	12	-13%	18%	3%
COc1ccc(OC(=O)CN2C(=O)C3C4CCC(C4)C3C2=O)cc1 (stereo unspecified)	0%	4	-1%	7%	7	8%	nt	20%

Assay outcomes from PubChem.

Some of the compounds tested; rates above refer to the full screens.
